# Screens (PubChem)
# ALDH1A1 block – blocks purified human ALDH1A1 activity. Purified ALDH1A1, NADH fluorescence, propionaldehyde substrate. Potency, µM (series often up to 75.3 µM), without a hit: top-dose activity, negative = inhibition, usual class: inhibitors. 220,000 tested, 7.3% active; active means well fitted inhibition curve with a large enough effect, not every such curve was filed as active; inconclusive means small, poorly fitted or top-dose-only effect, or another doubt; inactive means no such curve, though single readings can be large or run the other way;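 further: plate controls were no enzyme wells and a reference inhibitor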
# Target sequence (P00352 whole entry, looked up): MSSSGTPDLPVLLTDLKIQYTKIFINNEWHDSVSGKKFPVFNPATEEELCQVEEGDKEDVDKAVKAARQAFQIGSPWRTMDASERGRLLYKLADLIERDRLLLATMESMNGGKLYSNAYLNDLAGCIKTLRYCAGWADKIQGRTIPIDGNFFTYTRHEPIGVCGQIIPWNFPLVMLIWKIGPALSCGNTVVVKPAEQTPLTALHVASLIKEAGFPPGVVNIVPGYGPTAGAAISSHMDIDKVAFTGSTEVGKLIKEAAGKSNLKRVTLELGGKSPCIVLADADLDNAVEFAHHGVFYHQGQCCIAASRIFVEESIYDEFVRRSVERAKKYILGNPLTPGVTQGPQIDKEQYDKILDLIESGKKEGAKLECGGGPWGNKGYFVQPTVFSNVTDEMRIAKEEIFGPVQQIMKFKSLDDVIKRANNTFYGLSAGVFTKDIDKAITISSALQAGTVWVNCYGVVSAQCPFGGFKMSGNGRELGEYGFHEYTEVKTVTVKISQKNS
# L3MBTL1 inh – L3MBTL1 (human) inhibition; AID 485360; AlphaScreen L3MBTL1–H3K9me1 peptide binding; 230,000 tested, 0.66% active; Potency, µM (doses to about 57.1 µM), for inactives: top-dose activity, negative = inhibition, usual class: inhibitors; Q9Y468; further: nearly all actives have a fitted effect of over 60% in size
#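 L3MBTL1 50 nM + b-AHA-H3(1-15)K9me1 75 nM, 30 min RT; compound added, 30 min RT; streptavidin donor/Ni-chelate acceptor beads 10 ug/mL each final, 30 min RT dark; AlphaScreen read.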
# Tau ThT inhib – inhibitors of human tau fibril formation, thioflavin T binding; 270,000 tested, 2.1% active; P10636; recombinant tau K18 P301L, heparin-induced fibrillization, ThT fluorescence; Potency, µM (titrated, usually from 57.4 µM), without a hit: at the top dose activity, negative = inhibition, usual class: inhibitors; AID 1460; further: nearly all actives have a fitted effect of over 55% in size
# Target sequence (P10636 561-689 P618L limits assumed): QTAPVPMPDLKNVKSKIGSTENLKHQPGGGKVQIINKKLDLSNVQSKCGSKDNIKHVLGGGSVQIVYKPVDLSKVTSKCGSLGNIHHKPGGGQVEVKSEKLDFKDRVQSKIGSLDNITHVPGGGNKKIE
#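 Recombinant human tau K18 fragment […] carrying P301L, 15 uM unlabeled plus 0.24 uM Alexa 594-labeled, was fibrillized with 20 uM heparin in 100 mM sodium acetate pH 7 for 6 hr at 37 C; 30 uM ThT fluorescence read after 1 hr.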
# TR SRC2 fluor cs – alters Texas Red total fluorescence, flagging assay interference; TRb/SRC2 Texas Red total fluorescence interference; Potency, µM (doses to about 106 µM), for inactives: at the highest dose fluorescence change, negative = quenching; 280,000 tested, 0.29% active; AID 1479; active means well fitted curve in either direction with a large enough effect; inconclusive means small, poorly fitted or top-dose-only effect
#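 Human TRb ligand-binding domain at 0.6 uM with 20 nM Texas Red SRC2 peptide in Tris buffer containing 1 uM T3 and 5% DMSO, incubated with compound 5 h at ambient temperature. Total fluorescence (555/632 nm) calculated as parallel + 2 × perpendicular.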
# Tau FP inhib – inhibitors of human tau fibril formation. P10636. K18 P301L tau heparin fibrillization, Alexa594 FP, 6 h. Potency, µM (top dose mostly 57.7 µM), for the others: at the top dose activity, negative = inhibition, hits mostly inhibitors. 280,000 tested, 0.39% active; further: nearly all actives have a fitted effect of over 55% in size
#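 Quantitative HTS format: compounds meet 15 uM recombinant K18 P301L tau and Alexa 594-tau tracer in 100 mM sodium acetate pH 7; 20 uM heparin triggers fibrillization at 37 C over 6 hr; FP gives the signal.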
# TRb SRC2 PPI – inhibitors of human thyroid hormone receptor beta-SRC2 interaction; P10828; Potency, µM (series often up to 106 µM), for inactives: top-dose activity change, negative = inhibition, usual class: inhibitors; 280,000 tested, 0.065% active; AID 1469; TRbeta-SRC2 peptide binding, fluorescence polarization; receptor liganded with 1 µM T3;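 further: plate controls were bound peptide for no effect and peptide without receptor for full effect; nearly all actives have a fitted effect of over 50% in size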
# Target sequence (P10828 whole entry, looked up): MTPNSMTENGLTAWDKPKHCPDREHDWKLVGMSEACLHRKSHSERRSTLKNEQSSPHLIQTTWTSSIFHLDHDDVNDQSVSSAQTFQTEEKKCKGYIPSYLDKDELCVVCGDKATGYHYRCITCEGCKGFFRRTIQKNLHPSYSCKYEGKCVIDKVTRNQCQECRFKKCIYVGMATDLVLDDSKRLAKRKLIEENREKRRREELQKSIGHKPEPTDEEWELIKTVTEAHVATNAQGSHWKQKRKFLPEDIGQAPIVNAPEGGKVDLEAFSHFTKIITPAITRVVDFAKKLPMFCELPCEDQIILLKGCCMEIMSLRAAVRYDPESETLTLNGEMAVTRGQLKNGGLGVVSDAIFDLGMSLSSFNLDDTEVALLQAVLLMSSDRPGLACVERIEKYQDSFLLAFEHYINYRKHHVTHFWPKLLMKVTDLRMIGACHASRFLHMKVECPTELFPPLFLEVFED
#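 Binding of a 20-amino-acid Texas Red SRC2 peptide (20 nM) to TRb ligand-binding domain (0.6 uM) with agonist T3 at 1 uM was followed by fluorescence polarization after a 5 hr room-temperature incubation.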
# Tau fluor counter – counter-screen for tau fibril formation inhibitors | AID 1463 | tau K18 P301L Alexa594 fluorescence, heparin fibrillization | Potency, µM (titrated, usually from 57.7 µM), for the others: at the highest dose activity change, negative = decrease | 280,000 tested, 0.93% active; further: nearly all actives have a fitted effect of over 55% in size
#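 Human tau K18 P301L (15 uM unlabeled, 0.24 uM Alexa 594-labeled) in 100 mM sodium acetate pH 7 with 20 uM heparin, 6 hr at 37 C. ThT 30 uM added, 1 hr ambient; Alexa 594 FP and total fluorescence read at 555/632 nm.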
# aGal spleen mod – inhibitors or activators of human alpha-galactosidase in spleen homogenate | P06280 | human spleen homogenate, 4MU-alpha-Gal fluorescence, 40 min | Potency, µM (doses to about 80 µM), inactives show at the highest dose activity change, negative = inhibition, most hits filed as inhibitors | 240,000 tested, 0.008% active | AID 2107;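 further: 0% = enzyme with vehicle and -100% = no enzyme basal signal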
#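 Fluorogenic readout (Ex 365/Em 440 nm) of 4-methylumbelliferone released from 1 mM 4-MU-alpha-galactoside by spleen homogenate, 40 min at 37C, pH 5.0. Data normalized to no-enzyme and enzyme controls; Hill-equation AC50 from compound titrations.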
# * marks the source's active call; other numbers are inactive results; ? = inconclusive; nt = not tested or not shown; [ ] = remark or other dose. Unless noted, the call rests on the fitted dose curve; in most records, active means well fitted curve in the direction sought with a large enough effect; inconclusive means small, poorly fitted or top-dose-only effect, or another doubt; inactive means no such curve, though single readings can be large; an effect the other way counts as inactive or inconclusive. Unless noted, on the % scale 0 is the no-effect control and ±100 the full control effect; potency means the concentration at half of the fitted maximal effect.
SMILES,ALDH1A1 block,L3MBTL1 inh,Tau ThT inhib,TR SRC2 fluor cs,Tau FP inhib,TRb SRC2 PPI,Tau fluor counter,aGal spleen mod
O=C(Nc1ccc(F)cc1)[C@H](CSCc1ccccc1)N1Cc2ccccc2C1=O,nt,nt,1.8%,-11.3%,-4.8%,3.5%,-19.5%,nt
Cc1ccc(C(=O)Nc2sc(C)c(C)c2C(=O)c2ccccc2)cc1,10µM*,0.3%,?,-0.4%,-4.1%,0.4%,-17.1%,-1.1%
COc1ccc(-c2cc3nc(C)c(CCC(=O)NCc4ccc(F)cc4)c(C)n3n2)c(OC)c1,?,nt,-4.4%,-0.5%,14.9%,1.2%,-10.2%,6.0%
O=S(=O)(/C=C/c1ccccc1)N1CCN(c2ccc(F)cc2)CC1,1.4%,-7.3%,-2.4%,0.8%,-8.5%,-2.6%,-16.9%,-0.5%
CC(C)(C)n1nnnc1C(c1cccnc1)N1CCN(C(=O)c2ccco2)CC1 (stereo not given),-5.3%,36.9%[activator],4.6%,-7.5%,5.2%,-4.2%,-2.7%,-7.0%
COc1ccc(C(=O)N2CCN(CCc3ccccn3)CC2)cc1,nt,nt,-2.2%,9.0%,-2.5%,4.7%,0.5%,nt
O=C(NCC1CCCO1)c1ccc(OC2CCN(C(=O)C3CC3)CC2)cc1 (stereo not given),1.2%,5.6%,-4.8%,1.7%,5.4%,0.9%,6.5%,2.3%
CCS(=O)(=O)Nc1ccc(C2=NN(C(=S)Nc3ccccc3)C(c3ccco3)C2)cc1 (stereo not given),?,-16.3%,-5.5%,-18.3%,-13.5%,2.4%,?,?
Cc1cc(C)cc(-n2cnc3cc(C(=O)O)ccc32)c1,-5.4%,nt,-2.3%,-0.5%,2.9%,5.4%,-8.3%,4.4%
Cc1ccc(NC(=S)N2CCN(C)CC2)c(C)c1,20.4%,0.2%,2.0%,1.3%,0.7%,1.9%,11.0%,7.0%
CCCCOC(=O)c1ccc(NC(=O)c2cc(Cl)c(Cl)cc2C(=O)O)cc1,-1.7%,7.1%,-6.7%,-0.7%,2.0%,-0.7%,-17.9%,9.0%
Cn1c(NCc2ccco2)nc2c1c(=O)n(Cc1ccc(Br)cc1)c(=O)n2C,-6.3%,-24.4%,-1.3%,-6.5%,18.4%,2.4%,?,-7.4%
Nc1nc(SCc2ccccc2)n[nH]1,nt,6.6%,-13.3%,-1.0%,-4.1%,-2.0%,-2.6%,-2.3%
CCc1ccc(CNC(=O)CSc2c3c(nc4ccc(Cl)cc24)CCCC3)cc1,nt,nt,-16.1%,-1.2%,-9.3%,-0.5%,-11.9%,nt
C=C1CC[C@H](O)C/C1=C/C=C1\CCC[C@]2(C)[C@H]1CC[C@H]2[C@@H](C)/C=C\[C@@H](C)C(C)C,-3.9%[20.9 µM],nt,nt,-3.8%[53 µM],nt,-1.0%[53 µM],nt,8.1%[29.1 µM]
NC(=O)NC(=O)COC(=O)CC12CC3CC(CC(C3)C1)C2,-7.1%,-5.0%,3.6%,-2.7%,-5.8%,-5.6%,-0.6%,0.7%
Cc1c(Cl)c(C(=O)NC2C3CC4CC(C3)CC2C4)nn1C (stereo not given),?,-9.8%,-3.8%,2.6%,10.0%,8.5%,5.9%,4.6%
Cc1ccc(OCC(=O)Nc2ccc(F)cc2)cc1,0.8%,nt,-14.3%,-1.4%,2.9%,-4.4%,-13.5%,2.1%
COc1ccc(C)c2sc(N(Cc3cccnc3)C(C)=O)nc12,nt,nt,-12.1%,-0.1%,?,-4.3%,-16.8%,nt
C=CCn1c(C)cc(C(=O)COc2ncnc3sccc23)c1C,4.2%,-2.7%,-2.5%,1.4%,0.1%,1.7%,-7.3%,-12.6%
CCOC(=O)c1c(C)[nH]c(C(=O)OC/C(O)=C(\C#N)c2nc3ccccc3[nH]2)c1C,6.6%,nt,?,0.6%,5.3%,-2.4%,?,1.6%
CCOC(=O)c1sc2ncn(C(C)C(=O)OCC)c(=O)c2c1C (stereo not given),4.9%,nt,-8.8%,1.4%,8.3%,-16.6%,-1.6%,-2.2%
CC(=O)Nc1ccc(NC(=O)CN(C)S(=O)(=O)c2ccc3c(c2)CCCC(=O)N3)cc1,nt,nt,-10.2%,-0.2%,-12.5%,2.0%,-14.1%,nt
CCOC(=O)C1CCCN(c2cc(C)nc3c(-c4ccccc4OC)c(C)nn23)C1 (stereo not given),nt,nt,-6.4%,1.0%,9.7%,-7.5%,-14.8%,nt
C/C(CC(=O)NC1C2CC3CC(C2)CC1C3)=N\NC(=O)Cc1cccs1 (stereo not given),-4.6%,4.8%,-6.8%,-2.2%,-0.9%,-3.3%,-3.1%,-1.9%
Cc1nc2sc3c(c2c(=O)n1NC(=O)CCBr)CCCC3,14.1µM*,-8.0%,0.2%,0.8%,2.3%,-3.6%,-3.7%,-6.3%
N#C/C(=C(/O)c1ccc([N+](=O)[O-])o1)c1nc2ccccc2[nH]1,nt,nt,7.08µM*,-2.3%,5.4%,-0.5%,?,8.2%
O=C(CCC(=O)NNC(=S)Nc1ccccc1)NCc1ccccc1,?,nt,-1.4%,-1.7%,0.3%,-14.4%,-0.4%,1.2%
CCN1CCc2nc3sc(C(=O)Nc4cccc(Cl)c4C)c(N)c3cc2C1,nt,nt,10µM*,2.4%,4.3%,-1.4%,?,nt
COCCOC(=O)C1=C(N)OC2=C(C(=O)CC(C)(C)C2)C1c1ccncc1 (stereo not given),1.3%,2.8%,-1.9%,-2.3%,-2.8%,1.8%,-10.5%,-4.2%
O=C(O)CSc1nnc(-c2ccccc2Br)n1-c1cccc(C(F)(F)F)c1,8.2%,1.9%,-6.2%,-2.6%,4.9%,-6.7%,-3.1%,0.7%
O=C(Nc1ccc(N2CCN(Cc3ccccc3)CC2)cc1)c1cccnc1,1.1%,-11.8%[11.4 µM],?,-2.8%,14.2%,-3.1%,-12.8%,-7.0%
Cc1cccc(C(=O)Oc2ccccc2/C=N/Nc2ccc([N+](=O)[O-])cc2)c1,-5.1%,5.3%,?,6.2%,6.8%,-2.9%,3.98µM*[quencher],-1.4%
CCC(C)(C)NC(=O)C1c2ccccc2Oc2ccccc21,-1.4%,6.1%,-0.9%,-0.1%,-3.4%,-0.3%,1.5%,4.3%
CCOc1ccc(S(=O)(=O)N(CC(=O)NCCSc2ccc(C)cc2)c2ccccc2)cc1,nt,nt,-1.5%,-3.0%,-21.5%,4.8%,-11.5%,nt
O=C(/C=C/c1ccc(F)cc1)N1CCN(c2ccccn2)CC1,-11.8%,-1.2%,-6.7%,0.9%,-2.7%,3.1%,1.2%,-1.8%
CCOc1ccc(CCNC(=O)c2cccc(-n3c(C)nc4cccnc43)c2)cc1,nt,nt,0.6%,1.4%,2.0%,-2.1%,-0.4%,nt
O=C1CN(C(=O)CSc2nc3ccccc3c(=O)n2CCCN2CCOCC2)c2ccccc2N1,0.1%,-2.1%,-14.7%,1.8%,2.1%,-6.4%,-12.8%,3.6%
COc1ccc(Cc2noc(CN3CCCC(OCc4ccccn4)C3)n2)cc1OC (stereo not given),1.8%,2.2%,-2.8%,-2.4%,-6.5%,2.3%,-0.4%,7.0%
Cc1ccc(CNS(=O)(=O)c2cc(C(=O)Nc3cccc(C(F)(F)F)c3)ccc2F)cc1,nt,nt,21.5%,-0.7%,14.1µM*,2.3%,?,nt

# Reprinted from the part before: two compounds, followed by the next part.
SMILES,ALDH1A1 block,L3MBTL1 inh,Tau ThT inhib,TR SRC2 fluor cs,Tau FP inhib,TRb SRC2 PPI,Tau fluor counter,aGal spleen mod
COc1ccc(Cc2noc(CN3CCCC(OCc4ccccn4)C3)n2)cc1OC (stereo not given),1.8%,2.2%,-2.8%,-2.4%,-6.5%,2.3%,-0.4%,7.0%
Cc1ccc(CNS(=O)(=O)c2cc(C(=O)Nc3cccc(C(F)(F)F)c3)ccc2F)cc1,nt,nt,21.5%,-0.7%,14.1µM*,2.3%,?,nt
CO[C@H]1COC(=O)[C@H](C)COC(=O)C/C=C\[C@@H](C)[C@H](OC)COC(=O)C/C=C\[C@@H]1C,3.3%[13.5 µM],nt,-1.6%[11.5 µM],1.9%[11.2 µM],0.0%[11.6 µM],0.4%[11.2 µM],-1.6%[11.6 µM],0.2%[17.5 µM]
COc1ccc(C(=O)N2CCn3c2nc2ccccc23)cc1,7.3%,-1.5%,-11.4%,-0.1%,-11.2%,5.0%,-4.9%,-7.4%
O=C(Nc1ccc(OC(F)(F)F)cc1)c1n[nH]c(Cn2cncn2)n1,5.0%,-7.1%,-12.0%,-4.7%,2.2%,0.9%,2.0%,-7.9%
COc1cccc(-c2nnc(N)o2)c1,nt,nt,nt,-0.5%,1.0%,3.4%,-2.5%,7.3%
Clc1ccc(-n2ncc3c(NCCN4CCOCC4)ncnc32)cc1,?,31.4%[activator][11.4 µM],-5.9%,1.4%,-4.0%,-4.1%,-0.9%,-0.8%
CCN1CCN(C(=O)c2cc3sccc3n2CC(=O)c2ccccc2)CC1,-0.4%,0.4%,-2.3%,4.0%,-3.9%,2.5%,-3.6%,12.3%
Cc1ccccc1NC(=O)c1ccccc1NC(=O)CCC(=O)O,10.8%,1.7%,-0.3%,-4.2%,7.8%,-9.0%,7.3%,-4.5%
O=C(CSc1ccc2ccccc2n1)Nc1ccc(N2CCOCC2)cc1,?,5.1%,?,-0.1%,9.9%,1.7%,-13.6%,-4.4%
CC1=Nc2ccccc2/C1=C/c1sc(=N)n(-c2nccs2)c1O,?,-9.0%,5.01µM*,-8.4%,?,1.2%,11.2µM*[quencher],-6.2%
COc1ccccc1NC(=O)CSc1nnc(Cn2nnc(-c3ccccc3)n2)n1-c1ccccc1,2.82µM*,2.4%[11.4 µM],5.5%,4.9%,14.1%,2.0%,-5.0%,6.9%
Cc1ccc(CNC(=O)CCCc2ccccc2)cc1,4.2%,13.7%,-5.6%,-1.9%,-5.3%,-5.2%,-13.3%,2.7%
Cc1oc(C(C)(C)C)cc1C(=O)Nc1cccc(/C=C\C(=O)O)c1,2.6%,2.7%,-5.3%,-0.2%,-9.4%,4.3%,-3.6%,-0.5%
Cc1ccc(C2=NC(C)(C)N=C2SCC(=O)Nc2ccc(Cl)cc2)cc1,22.4µM*,nt,?,3.2%,?,-7.5%,?,-1.7%
